GSH bead fluor = compound fluoresces at 488/530 nm on GSH beads; GSH beads flow cytometry, compound fluorescence 488/530 nm; hits give high values; fluorescence (KMESF) at 10 µM; 190,000 compounds, 0.25% hits; AID 1776; in the data active means fluorescence above about 89;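 further: glutathione beads carrying GST-tagged Bcl family fusion proteins plus one bare bead set; values are compound well signal with DMSO vehicle wells as background; inactives centre near 16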
Mcl1-Noxa inh = disrupts binding of human Mcl-1 to Noxa peptide; Q07820; TR-FRET Mcl-1/Noxa peptide binding, 2 h; inhibition, % at 21.7 µM; 220,000 compounds, 1.5% hits;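 active means compounds that cut the protein-peptide binding signal by more than 50% relative to plate controls in a single-dose test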;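 further: His-tagged Mcl-1 with rhodamine Noxa BH3 peptide and terbium anti-His antibody; 0% = Mcl-1 plus Noxa peptide wells and 100% = peptide-only wells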
Target sequence (Q07820 whole entry, looked up): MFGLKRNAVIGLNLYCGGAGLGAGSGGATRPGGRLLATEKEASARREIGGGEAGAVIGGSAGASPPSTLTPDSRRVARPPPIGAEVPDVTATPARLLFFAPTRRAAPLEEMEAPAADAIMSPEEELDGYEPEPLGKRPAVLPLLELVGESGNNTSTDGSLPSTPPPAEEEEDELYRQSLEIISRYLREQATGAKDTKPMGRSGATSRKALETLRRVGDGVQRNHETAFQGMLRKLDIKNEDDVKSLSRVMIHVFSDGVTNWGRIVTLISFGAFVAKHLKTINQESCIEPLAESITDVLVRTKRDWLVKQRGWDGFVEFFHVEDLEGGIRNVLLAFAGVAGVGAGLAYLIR
Rab2A wt mod = changes GTP binding to wildtype dog Rab2A, up or down; P61105; GST-Rab2 wt beads, Bodipy-GTP binding, flow cytometry; GTP binding activity, % at 10 µM; 190,000 compounds, 0.19% hits;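 active means GTP binding activity at least 20 points away from 100%, either lowered or raised; inconclusive means signal likely due to the compound's own green fluorescence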;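 further: 0% = beads with excess unlabeled GTP and 100% = no-compound control corrected for plate trend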
Rac1 wt modul = human Rac1 wildtype GTP binding, inhibitors and activators | P63000 | GST-Rac1 beads, fluorescent GTP binding, flow cytometry; actives lie on both sides; 0 = cold GTP competed, 100 = untreated | GTP binding activity (% of control), % at 10 µM | 190,000 compounds, 0.27% hits;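 active means GTP binding activity at least 20 points away from the 100% control level, either lower or higher; inconclusive means compound flagged as likely green fluorescent, judged across all proteins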
Rab7 wt modul = dog Rab7 wildtype GTP binding, inhibitors and activators; GST-Rab7 beads, fluorescent GTP binding, flow cytometry; actives lie on both sides; untreated = 100%, excess cold GTP = 0%; GTP binding activity (percent of control), % at 10 µM; 190,000 compounds, 0.055% hits;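 active means fluorescent GTP binding to Rab7 beads changed by at least 20 points from the 100% baseline, either direction, mostly lower; inconclusive means compound itself probably fluorescent, or too few beads counted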;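 further: median green fluorescence of bound Bodipy-FL-GTP per Rab7 bead population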
Avidin fluor = compound fluoresces at 488/530 nm on avidin beads; AID 1775; compound fluorescence 488/530 nm, flow cytometry; hits give high values; 220,000 compounds, 0.38% hits; fluorescence (KMESF) at 10 µM; in the data active means fluorescence above about 47; further: inactives centre near 10
Cdc42 wt GTP = human Cdc42 wildtype GTP binding change, either direction | percent activity (GTP binding), % at 10 µM | 190,000 compounds, 0.2% hits | AID 761 | P60953 | GST-Cdc42 beads, Bodipy-GTP binding, flow cytometry; actives lie on both sides;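 active means percent activity GTP binding at least 20 points away from the 100% baseline, either down as inhibitor or up as activator; inconclusive means compound flagged as likely green fluorescent from well-wide comparison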;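 further: median bead fluorescence of bound Bodipy-FL-GTP at 100 nM; 0% = excess unlabeled GTP control and 100% = no compound control; below 100% means less GTP binding so inhibitor and above means activator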
Target sequence (P60953 whole entry, looked up): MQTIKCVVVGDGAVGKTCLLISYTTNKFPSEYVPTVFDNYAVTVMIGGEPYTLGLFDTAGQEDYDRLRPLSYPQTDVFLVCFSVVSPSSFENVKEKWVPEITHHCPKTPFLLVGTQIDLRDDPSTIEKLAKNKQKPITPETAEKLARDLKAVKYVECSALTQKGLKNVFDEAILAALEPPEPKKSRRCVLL
Rac1 act GTP bind = modulators of GTP binding to human Rac1 activated mutant; P63000; GST-Rac1 activated beads, fluorescent GTP binding, flow cytometry; actives lie on both sides; 100% means binding = to untreated wells; percent activity (GTP binding), % at 10 µM; 190,000 compounds, 0.11% hits;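 active means GTP binding at least 20 percentage points away from the 100% baseline, in either direction, so actives lie on both sides; inconclusive means Compound likely fluorescent itself, or too few beads counted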
Pf gamet viab = kills late stage P. falciparum gametocytes | P. falciparum stage V gametocytes, ATP luminescence, 24 h | inhibition, % at 10.9 µM | 150,000 compounds, 0.065% hits | AID 743093;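 active means inhibition above the mean plus 3 SD of compounds within the control limits, set per campaign, cut at about 38% in these data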;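 further: 0% = DMSO wells and 100% = medium only without gametocytes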
Mcl1 Bid PPI = disrupts binding of human Mcl-1 to Bid peptide; TR-FRET Mcl-1/Bid-Dy647 peptide binding, 1536-well; inhibition, % at 21.7 µM; 220,000 compounds, 0.97% hits;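 active means compounds that cut the binding signal by more than half at the single screening dose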;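 further: His-tagged Mcl-1 with europium anti-His antibody binding Bid BH3 peptide; 0% = Mcl-1 plus peptide wells and 100% = peptide-only wells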
HRas wt GTP bind = changes GTP binding to wildtype human HRas | GST-Ras wt beads, Bodipy-FL-GTP binding, flow cytometry; actives lie on both sides | GTP binding activity, % at 10 µM | P01112 | 190,000 compounds, 0.14% hits;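 active means GTP binding activity at least 20% away from the 100% baseline, either lowered as inhibitor or raised as activator; inconclusive means flagged as likely green fluorescent, judged across all proteins in the well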;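 further: 0% = unlabeled GTP competition control and 100% = no-compound control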
Target sequence (P01112 whole entry, looked up): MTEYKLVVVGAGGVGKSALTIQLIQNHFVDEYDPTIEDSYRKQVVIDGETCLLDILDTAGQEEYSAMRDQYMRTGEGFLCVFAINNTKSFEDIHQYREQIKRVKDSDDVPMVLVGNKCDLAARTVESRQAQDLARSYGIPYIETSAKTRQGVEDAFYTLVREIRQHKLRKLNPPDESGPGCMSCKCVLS
* hit, by the source's call; ? = inconclusive; . = no result given.

SMILES	GSH bead fluor	Mcl1-Noxa inh	Rab2A wt mod	Rac1 wt modul	Rab7 wt modul	Avidin fluor	Cdc42 wt GTP	Rac1 act GTP bind	Pf gamet viab	Mcl1 Bid PPI	HRas wt GTP bind
CC(C)(C)C(=O)C(Cc1ccccc1Cl)n1cncn1 (stereo not given)	30	-14.3	104.0	107.0	99.0	11	103.0	98.0	.	-42.2	101.0
COc1cc2c(cc1NC(=O)Nc1cccc(C)c1)oc1ccccc12	4	2.3	95.0	101.0	95.0	8	99.0	97.0	.	-10.9	100.0
COc1ccc(/C=C\C(=O)NCc2ccc3c(c2)cc(C)n3C)cc1OC	15	3.8	102.0	104.0	102.0	4	100.0	96.0	.	-11.9	101.0
CCn1c(-c2ccc(C(C)(C)C)cc2)n[nH]c1=S	53	15.2	98.0	99.0	99.0	6	99.0	97.0	1.5	3.2	99.0
COC(=O)c1ccc(C)c(NC(=O)c2ccc(Cn3cc([N+](=O)[O-])cn3)o2)c1	22	8.5	98.0	102.0	94.0	11	100.0	98.0	5.9	6.2	102.0
O=C(CCCc1ccccc1)N1CCN(c2ccc([N+](=O)[O-])cc2)CC1	12	-6.5	98.0	102.0	98.0	8	96.0	97.0	-10.4	-36.3	99.0
CC1CCCCN1C(=O)c1cc2nc(-c3ccccc3)cc(-c3ccccc3)n2n1 (stereo not given)	14	-3.7	100.0	101.0	93.0	7	96.0	99.0	.	-12.1	99.0
COC(=O)c1ccccc1NC(=O)NC1CC1	14	-9.6	95.0	94.0	96.0	8	92.0	95.0	5.6	-17.2	96.0
COc1cc(-c2cc(C(=O)Nc3ccccc3N3CCOCC3)c3ccccc3n2)cc(OC)c1OC	14	1.8	96.0	96.0	94.0	11	93.0	95.0	-7.0	-43.1	96.0
CN(C)C=NC(=O)c1cccn1-c1ncc(C(F)(F)F)cc1Cl	65	13.3	105.0	103.0	107.0	.	100.0	98.0	11.0	3.9	101.0
CC(C)C[C@H](NC(=O)OC(C)(C)C)C(=O)N1CCC(C(=O)O)CC1	16	-2.9	105.0	102.0	101.0	12	108.0	102.0	.	-9.3	104.0
Cc1nc(N2CCC(C)CC2)c2c(C)c(C(=O)O)sc2n1	14	21.7	102.0	106.0	102.0	15	103.0	102.0	.	10.6	101.0
CCOC(=O)c1c(NC(=O)C2C3C=CC(C3)C2C(=O)O)sc2c1CCCC2 (stereo not given)	11	-6.2	84.0	84.0	90.0	14	81.0	83.0	-0.3	-40.0	86.0
CCOC(=O)Cc1csc(NC(=O)C(C)(C)C)n1	28	4.4	101.0	109.0	100.0	14	102.0	100.0	-1.6	-13.8	102.0
Cc1ccc(/C=C2\SC(=S)N(CCCC(=O)Nc3ccccn3)C2=O)cc1	8	5.7	94.0	95.0	98.0	28	94.0	96.0	-1.1	-12.7	94.0
Cc1cc(C)nc(SCc2nnc(SCC(=O)NCc3ccco3)n2-c2ccccc2)n1	20	21.7	95.0	94.0	94.0	9	96.0	95.0	.	-35.2	95.0
O=c1[nH]c(CSc2ccccn2)nc2ccccc12	10	5.0	101.0	103.0	108.0	13	100.0	97.0	-6.6	-6.5	100.0
O=C1CC(C(=O)Nc2ccc(Cl)cc2[N+](=O)[O-])C2(CCCCC2)O1 (stereo not given)	18	3.6	103.0	102.0	97.0	15	99.0	101.0	3.3	4.7	101.0
COc1ccc(OC)c(-n2c(C)cc(C=O)c2C)c1	8	-5.9	95.0	92.0	96.0	7	91.0	92.0	-25.0	-32.8	92.0
CC(C)(C)C1CCC(OCC(O)CN2CCN(c3ccccc3)CC2)CC1 (stereo not given)	20	6.7	103.0	100.0	94.0	7	100.0	100.0	-6.5	-15.0	101.0
O=C(COC(=O)/C=C/C(=O)OCC(=O)NC12CC3CC(CC(C3)C1)C2)NC12CC3CC(CC(C3)C1)C2	10	10.0	106.0	104.0	104.0	4	97.0	100.0	.	6.1	104.0
CC(NC(=O)COC(=O)CCNC(=O)c1ccco1)C12CC3CC(CC(C3)C1)C2 (stereo not given)	22	17.3	100.0	103.0	102.0	18	102.0	98.0	-29.6	-57.0	100.0
O=C(O)CCn1ccnc1-c1ccccc1	19	-0.8	?	?	?	7	?	?	.	1.9	?
COCCNC(=O)CSc1nc(N)c(NC(=O)c2ccccc2F)c(=O)[nH]1	6	4.7	97.0	105.0	98.0	1	100.0	100.0	12.6	-34.6	100.0
O=C(Nc1cccc(Cl)c1)N1CCN2C(=O)c3ccccc3C12c1ccccc1 (stereo not given)	8	-12.2	95.0	96.0	94.0	12	96.0	93.0	-4.8	12.9	97.0
CC1CCC(C(C)C)C(OC(=O)C[n+]2cccc(C(N)=O)c2)C1 (stereo not given)	18	7.9	101.0	101.0	99.0	8	105.0	103.0	.	-0.9	102.0
COc1ccc(/C=C(/C#N)C(=O)Nc2cccc([N+](=O)[O-])c2)cc1C(=O)O	23	21.9	?	?	?	23	?	?	-24.1	-13.2	?
CCOc1ccc(CN2CCC(C(=O)N3CCN(c4ccccc4F)CC3)CC2)cc1OC	26	19.6	97.0	97.0	97.0	11	98.0	97.0	-33.5	34.4	98.0
CNc1ccc(/C=C2\COc3ccccc3C2=O)cc1[N+](=O)[O-]	21	10.5	94.0	92.0	95.0	15	95.0	93.0	18.1	1.2	95.0
Cc1nnc2sc(-c3ccccn3)nn12	38	21.6	104.0	104.0	105.0	5	106.0	101.0	.	11.3	104.0
CCOc1cccc(C(=O)NC(=S)Nc2ccc(N3CCCC3)cc2)c1	33	25.5	96.0	91.0	96.0	14	95.0	91.0	-16.5	-16.5	98.0
CCCCCC(=O)Nc1ccc(-c2csc(N)n2)cc1	15	22.6	97.0	97.0	108.0	7	97.0	93.0	5.0	-55.4	97.0
CC1=NN(CCC#N)C(=O)/C1=C/c1ccc(N(C)C)cc1	22	20.1	98.0	91.0	100.0	33	93.0	93.0	-3.5	-48.9	96.0
Cc1c(-n2c(SCC(N)=O)nc3ccccc3c2=O)c(=O)n(-c2ccccc2)n1C	15	10.6	99.0	95.0	101.0	9	98.0	94.0	-4.5	-25.2	97.0
Cc1ccc(NC(=O)CCSc2nc(C)cc(C)n2)cc1	12	-11.0	99.0	106.0	100.0	8	103.0	98.0	.	2.9	102.0
CCn1cc(CN2N=C(C)CC2c2ccccc2)c(C)n1 (stereo not given)	21	22.1	96.0	103.0	96.0	6	99.0	97.0	.	-36.5	98.0

Compound profiles, from the list above. Order of values: GSH bead fluor	Mcl1-Noxa inh	Rab2A wt mod	Rac1 wt modul	Rab7 wt modul	Avidin fluor	Cdc42 wt GTP	Rac1 act GTP bind	Pf gamet viab	Mcl1 Bid PPI	HRas wt GTP bind
Shown for CCCCCC(=O)Nc1ccc(-c2csc(N)n2)cc1 : 15	22.6	97.0	97.0	108.0	7	97.0	93.0	5.0	-55.4	97.0
Shown for CCn1c(-c2ccc(C(C)(C)C)cc2)n[nH]c1=S : 53	15.2	98.0	99.0	99.0	6	99.0	97.0	1.5	3.2	99.0

(cont.)
SMILES	GSH bead fluor	Mcl1-Noxa inh	Rab2A wt mod	Rac1 wt modul	Rab7 wt modul	Avidin fluor	Cdc42 wt GTP	Rac1 act GTP bind	Pf gamet viab	Mcl1 Bid PPI	HRas wt GTP bind
CCOC(=O)c1c(NC(=O)CN2CCOCC2)sc2c1CC(C)(C)OC2	37	29.0	97.0	99.0	97.0	7	99.0	96.0	.	-6.9	99.0
NC(=O)[C@@H]1CCOc2c(F)cc([N+](=O)[O-])cc2C(=O)N[C@@H](CO)C(=O)NCC(=O)N1	18	13.5	103.0	107.0	95.0	12	110.0	104.0	16.2	-3.7	103.0
CCOC(=O)c1nnn(-c2nonc2N)c1-c1ccc(Br)cc1	18	19.4	95.0	96.0	91.0	15	97.0	97.0	-2.5	6.4	95.0
CCCCc1nc2ccccc2n1CC(=O)NN	10	11.4	97.0	101.0	100.0	23	98.0	99.0	20.6	-22.1	101.0
COc1cccc2cc(-c3nnc(SCC(=O)NCCc4ccccc4)n3C)oc12	15	14.4	97.0	99.0	97.0	4	99.0	97.0	.	-19.6	99.0
Cn1c(CNC(=O)c2ccccc2F)nnc1SCc1ccc(Cl)cc1	12	7.2	96.0	97.0	105.0	8	96.0	94.0	7.4	-46.9	96.0
O=C(NCCOC(=O)c1ccccc1C(=O)OCCNC(=O)c1cccnc1)c1cccnc1	36	-14.4	102.0	108.0	101.0	6	105.0	101.0	11.5	13.0	103.0
CNCCCOc1ccc(C(C)(C)c2ccccc2)cc1	54	7.7	101.0	103.0	101.0	10	100.0	97.0	.	47.4	101.0
CC(=O)Oc1ccccc1C1=NN(C(=O)/C=C/c2ccccc2)C(c2ccccc2)C1 (stereo not given)	11	5.0	96.0	99.0	99.0	8	98.0	96.0	0.9	1.1	96.0
COc1ccc(Cl)cc1C(=O)Nn1c(-c2cccs2)nc2ccccc2c1=O	22	11.8	100.0	100.0	100.0	14	100.0	99.0	1.6	-9.9	102.0
COc1ccc(CCNC(=O)CCn2c(=O)[nH]c3cc(OC)c(OC)cc3c2=O)cc1OC	22	12.6	100.0	101.0	102.0	39	99.0	98.0	.	6.5	101.0
COC(=O)C(Cc1c[nH]c2ccccc12)NC(=O)C(C)C (stereo not given)	12	-0.3	101.0	103.0	102.0	11	103.0	101.0	-2.6	-30.2	103.0
COCc1[nH][nH]c(=O)c1C=Nc1ccc(Oc2ccccc2)cc1	31	-1.1	99.0	101.0	97.0	5	102.0	97.0	-23.8	-11.6	100.0
O=C1CCC(C(=O)OCC(=O)C23CC4CC(CC(C4)C2)C3)N1 (stereo not given)	26	-0.2	104.0	101.0	99.0	39	100.0	99.0	2.7	-13.1	101.0
NC1C2CN(c3nc4c(cc3F)c(=O)c(C(=O)O)cn4-c3ccc(F)cc3F)CC12 (stereo not given)	18	-39.2	98.0	95.0	97.0	10	95.0	97.0	.	-7.8	97.0
CCOC(=O)c1cccc(NC(=O)CCS(=O)(=O)c2cccs2)c1	30	10.5	101.0	106.0	98.0	22	105.0	101.0	.	3.2	101.0
O=C(CNC1CCCCC1)Nc1ccc([N+](=O)[O-])cc1C(=O)Nc1ccccc1F	20	10.7	98.0	101.0	97.0	10	98.0	99.0	-1.0	-33.5	97.0
O=C(c1ccc(C(F)(F)F)cc1)N1CCC(=O)N(C(COCc2ccccc2)Cc2ccccc2)CC1 (stereo not given)	19	-8.3	102.0	105.0	100.0	8	102.0	98.0	.	3.6	102.0
Cc1ccc(CNn2cnnc2SCc2ccc(F)cc2)cc1	28	2.1	102.0	99.0	98.0	7	100.0	100.0	-2.8	-3.6	102.0
O=C(c1ccco1)N(CCC(c1ccccc1)c1ccco1)Cc1ccc(F)cc1 (stereo not given)	4	7.8	97.0	105.0	98.0	6	99.0	100.0	.	8.6	99.0

High-throughput results deposited in PubChem BioAssay by several laboratories.
